# A3A deaminase = APOBEC3A ssDNA deaminase inhibitors, primary screen, selectivity assay for APOBEC3G inhibitor project, biochemical, FAM/TAMRA oligo cleavage fluorescence; 0.41% of 330,000 active; inhibition, % at 20 µM; AID 493011, 2011; recombinant A3A, FAM/TAMRA ssDNA deamination fluorescence; DNA dC->dU-editing enzyme APOBEC-3A (Homo sapiens), P31941;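 active = at least 40% inhibition at 20 µM here, with at most 30% in a related deaminase screen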;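 also: plate controls were A3A with DMSO for no effect and wells lacking A3A enzyme for full effect; some results filed as inactive read as strong as hits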
# Target sequence (P31941 whole entry, looked up): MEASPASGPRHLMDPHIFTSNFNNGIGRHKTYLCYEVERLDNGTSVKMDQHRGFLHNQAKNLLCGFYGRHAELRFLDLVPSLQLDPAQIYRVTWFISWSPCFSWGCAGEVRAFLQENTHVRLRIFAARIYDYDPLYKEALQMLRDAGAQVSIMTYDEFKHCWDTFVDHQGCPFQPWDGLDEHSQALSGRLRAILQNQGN
# mIAP inh = inhibitors of mouse IAP, primary screen, biochemical, luminescence, uHTS. intestinal alkaline phosphatase [Mus musculus]. purified mouse IAP, CDP-Star luminescence, 30 min. inhibition, % at 10 µM. 0.2% of 330,000 active;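 active = inhibition of at least 40% at 10 µM in the primary screen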;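 also: plate controls were DMSO with enzyme for no effect and no enzyme wells for full effect; values of inactives mirror those of a sister screen read the other way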
# HKDC1 inh = HKDC1 hexokinase inhibitors, primary screen, biochemical, fluorescence, uHTS | Q2TB90 | inhibition, % at 20 µM | AID 493160, 2011 | 0.16% of 340,000 active | recombinant HKDC1, G6PDH/diaphorase resazurin coupled fluorescence;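 active = inhibition above about 35% when tested at 20 µM, limit read from the data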;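 also: plate controls were DMSO wells with enzyme for no effect and DMSO wells lacking enzyme for full effect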
#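 Assay system: in-house recombinant HK5 (HKDC1) enzyme. Input: HKDC1 at 5 µg/mL. Medium: Tris pH 8.0 buffer with MgCl2, Tween-20, BSA, BME. Dosing: single 20 µM dose. Schedule: 90 min reaction incubation at room temperature, dark. Signal: resazurin-to-resorufin fluorescence via G6PDH and diaphorase coupling, 525/613 nm. Controls: DMSO-enzyme wells negative, buffer-substituted wells positive.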
# PfGluPho inh = PfG6PD enzyme inhibitors, primary screen, biochemical, fluorescence intensity, uHTS; glucose-6-phosphate dehydrogenase-6-phosphogluconolactonase (Plasmodium falciparum 3D7); PfGluPho enzyme, NADPH resazurin-diaphorase fluorescence; inhibition, % at 20 µM; 0.78% of 350,000 active; AID 504690, 2011;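 active = inhibition reaching at least a set limit at 20 µM in the primary screen, cut at about 59% in these data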;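 also: 0% = DMSO wells with substrate and 100% = DMSO wells lacking glucose-6-phosphate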
# ATG4B inhibitor = ATG4B protease inhibitors, primary screen, biochemical, fluorescence, uHTS. Cysteine protease ATG4B (Homo sapiens), Q9Y4P1. AID 504462, 2011. inhibition, % at 8.33 µM. ATG4B cleavage of LC3-PLA2, NBD-HPC fluorescence, 1 h. 0.51% of 340,000 active; in the data active = inhibition above about 40%
# hIAP activ = human IAP activators, primary screen, biochemical, luminescence, uHTS | Intestinal-type alkaline phosphatase (Homo sapiens), P09923 | purified human IAP, CDP-Star luminescence, 30 min; stronger effect = higher value; 1 = vehicle-only enzyme, 0 = enzyme-free background | activation factor at 10 µM | 0.16% of 330,000 active | AID 2524, 2010;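 active = activation factor of the enzyme at least 2-fold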; also: the source names both 10 and 20 µM as test concentration; values of inactives mirror those of a sister screen read the other way
# Target sequence (P09923 whole entry, looked up): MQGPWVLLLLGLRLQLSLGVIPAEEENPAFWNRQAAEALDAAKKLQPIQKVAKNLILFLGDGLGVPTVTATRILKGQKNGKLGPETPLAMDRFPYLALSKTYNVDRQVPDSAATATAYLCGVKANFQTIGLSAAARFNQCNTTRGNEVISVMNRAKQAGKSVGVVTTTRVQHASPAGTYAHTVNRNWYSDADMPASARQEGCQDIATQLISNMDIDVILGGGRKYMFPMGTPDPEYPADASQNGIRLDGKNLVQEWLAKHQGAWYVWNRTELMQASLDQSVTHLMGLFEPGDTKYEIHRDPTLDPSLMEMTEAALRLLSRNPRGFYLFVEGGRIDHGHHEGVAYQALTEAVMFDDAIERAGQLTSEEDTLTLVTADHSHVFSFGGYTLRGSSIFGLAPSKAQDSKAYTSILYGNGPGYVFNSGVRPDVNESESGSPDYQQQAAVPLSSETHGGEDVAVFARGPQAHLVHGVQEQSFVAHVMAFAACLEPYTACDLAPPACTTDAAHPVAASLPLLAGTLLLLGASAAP
# mIAP activ = activators of mouse IAP, primary screen, biochemical, luminescence, uHTS; intestinal alkaline phosphatase [Mus musculus]; muIAP, CDP-Star luminescence, 30 min; stronger effect = higher value; 1 = vehicle-only enzyme signal, 0 = enzyme-free wells; activation factor at 10 µM; 0.24% of 330,000 active; AID 2805, 2010;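 active = activation factor of at least 2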; also: the source names both 10 and 20 µM as test concentration; values of inactives mirror those of a sister screen read the other way
#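 Assay system: mouse IAP enzyme / Compound: DMSO-dissolved test compounds / Timing: 30 min, room temperature / Measured by: luminescence from enzymatic CDP-Star hydrolysis / Control set: DMSO-only wells, enzyme-free buffer wells as negative control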
# hIAP inh = human IAP inhibitors, primary screen, biochemical, luminescence, uHTS | Intestinal-type alkaline phosphatase (Homo sapiens), P09923 | purified IAP, CDP-Star luminescence, 30 min | inhibition, % at 10 µM | 0.12% of 330,000 active | AID 2544, 2010;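 active = inhibition reaching a set limit with compound at 10 µM in the primary screen, cut at about 35% in these data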;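 also: plate controls were DMSO wells with enzyme for no effect and no-enzyme buffer wells for full effect; values of inactives mirror those of a sister screen read the other way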
# * hit, by the source's call.
A3A deaminase	mIAP inh	HKDC1 inh	PfGluPho inh	ATG4B inhibitor	hIAP activ	mIAP activ	hIAP inh	SMILES
0.3	-1.4	1.8	8.7	0.0	1.12	1.01	-12.4	O=C(Nc1ccc(N2CCCCC2)cc1)c1cncc(Br)c1
4.3	4.1	-2.3	12.7	-3.8	0.94	0.959	6.0	CN(CCc1ccccn1)C(=S)Nc1ccc(Cl)cc1Cl
0.2	-6.7	2.6	6.0	0.2	1.02	1.07	-1.6	O=C(O)CSCC(=O)Nc1ccc(Cl)cc1C(F)(F)F
-1.8	6.6	-5.5	-2.1	4.5	1.1	0.934	-9.6	Cn1ncc(Cl)c1C(=O)NC1C2CC3CC(C2)CC1C3 (stereo not given)
-1.9	0.2	0.7	-11.4	2.2	0.854	0.998	14.6	COc1ccc(/C=C(/NC(=O)c2ccco2)C(=O)N2CCCCCC2)cc1OC
-3.2	-2.8	1.5	-7.8	1.7	0.92	1.03	8.0	CCOC(=O)C1=C(CC)OC(N)=C(C#N)C1c1ccc(OC)cc1OC (stereo not given)
-2.4	5.1	-3.2	14.5	-8.4	1.05	0.949	-5.0	O=C1C=C(c2cc3ccccc3s2)CCC1
-2.7	8.1	-5.8	6.4	-4.8	0.973	0.919	2.7	COC(=O)COc1ccccc1C(=O)Nc1ccc(OC)cc1
0.7	-0.8	-12.0	-10.6	-3.5	0.972	1.01	2.8	CCCCC(=O)Nc1ccc(NC(=O)c2cnccn2)cn1
-1.0	-6.2	18.4	26.9	2.2	1.2	1.06	-19.7	COc1ccc(OC)c(/C=N/NC(=O)CC(=O)NCc2ccccc2)c1
-3.5	4.6	2.9	26.5	-6.9	0.765	0.954	23.5	CCOc1ccc(S(=O)(=O)N2CCN(c3ccc(C)cc3C)CC2)cc1
0.3	2.3	-6.8	-10.2	-3.9	0.95	0.977	5.0	O=C(NCc1ccccc1)c1ccc(NC(=O)c2ccco2)cc1
1.6	4.5	1.6	17.8	4.6	0.889	0.955	11.1	O=C(Oc1ccc2c(c1)OCC2=O)c1ccc(Cl)cc1
2.0	15.2	-2.9	-5.6	10.3	1.02	0.848	-2.4	Cc1ccc2c(c1)N(CC(=O)NCCCN1C(C)CCCC1C)C(=O)c1cccnc1O2 (stereo not given)
-0.8	-4.4	-4.7	-18.7	9.9	1.24	1.04	-24.3	CCOc1ccc(N(CC(=O)NCc2ccccc2Cl)S(=O)(=O)c2c(C)[nH]c(=O)[nH]c2=O)cc1
-0.3	3.0	3.9	-4.9	-4.5	1.27	0.97	-26.7	Cc1ccc(NC(=O)c2nc[nH]c2C(=O)Nc2ccc(C)cc2)cc1
-0.6	13.7	17.0	11.8	-2.3	0.965	0.863	3.5	COCCn1nnnc1C(c1cc2cc(C)ccc2[nH]c1=O)N1CCN(C2CCCCC2)CC1 (stereo not given)
2.9	-7.5	-5.5	16.4	-7.1	1.1	1.07	-9.6	Cc1cccc(-n2c(SCC(=O)NCc3ccc4c(c3)OCO4)nc3ccccc3c2=O)c1
-5.0	-2.9	-0.5	-4.4	1.2	0.883	1.03	11.7	O=C(O)C1=CCCNC1
1.0	7.4	-8.2	1.1	-2.5	1.05	0.926	-5.5	CC(O)Cc1nsc(NC(=O)c2cccs2)n1 (stereo not given)
-5.5	-3.0	-4.9	-4.3	-5.4	0.92	1.03	8.0	COc1ccc(S(=O)(=O)N2CCN(CC(=O)Nc3cccc(OC)c3)CC2)cc1
-5.8	4.8	11.7	-0.7	7.4	0.948	0.952	5.2	O=C(/C=C/c1cccnc1)c1cccc(O)c1
2.2	3.7	-4.0	3.9	-2.9	0.844	0.963	15.6	COc1ccc(/C=C/c2c(-c3cccc(C)c3)oc3ccc(-c4ccc5c(c4)OCO5)cc23)cc1
-19.9	-3.1	-4.2	-19.3	-3.8	1.15	1.03	-15.4	O=c1c2ccsc2ncn1Cc1ccccc1F
7.3	-3.7	-1.9	-15.0	1.6	1	1.04	-0.1	Fc1cccc(Nc2nc(Cl)nc(Cl)n2)c1
-0.8	-16.4	-2.9	-5.4	-4.2	1.11	1.16	-11.5	CCn1cc(C(=O)N2CCOCC2)c(=O)c2cc(S(=O)(=O)N(C)C3CCCCC3)ccc21
-2.9	-2.7	-11.1	7.9	-3.0	0.982	1.03	1.8	COCCNC(=S)N1CCN(Cc2cccc(OC)c2)CC1
-5.3	-13.2	-2.1	-8.6	-29.3	1.03	1.13	-3.4	N#CCSc1ccccc1NC(=O)COC(=O)Cc1c[nH]c2ccccc12
-1.9	-2.0	-0.4	-15.4	4.2	0.942	1.02	5.8	CC(C)(C)OC(=O)NN1CC(=O)N2Cc3ccccc3C[C@@H]2C1=O
-1.4	4.3	-3.0	1.4	-4.5	1.65	0.957	-65.4	CCOc1ccccc1C(=O)Nc1cccc(-c2nnc(-c3ccccc3)o2)c1

# Among those listed so far, 2 contain a COOH group:
A3A deaminase	mIAP inh	HKDC1 inh	PfGluPho inh	ATG4B inhibitor	hIAP activ	mIAP activ	hIAP inh	SMILES
0.2	-6.7	2.6	6.0	0.2	1.02	1.07	-1.6	O=C(O)CSCC(=O)Nc1ccc(Cl)cc1C(F)(F)F
-5.0	-2.9	-0.5	-4.4	1.2	0.883	1.03	11.7	O=C(O)C1=CCCNC1

# The listing continues:
A3A deaminase	mIAP inh	HKDC1 inh	PfGluPho inh	ATG4B inhibitor	hIAP activ	mIAP activ	hIAP inh	SMILES
-5.9	-5.5	0.9	-2.0	-3.5	0.949	1.05	5.1	COc1ccc(/C=C(\C#N)C(=O)NC(C)c2ccccc2)cc1O (stereo not given)
-0.2	10.0	4.8	11.2	-10.7	1.11	0.9	-11.0	CCOC(=O)CN(C(=O)CSc1nnc2c(n1)[nH]c1ccc(OC)cc12)c1ccc(F)cc1
-2.0	2.7	-4.1	17.4	-4.5	1.18	0.973	-17.5	CCOC(=O)C1CCN(C(=O)CN2C(=O)c3ccccc3Sc3ncccc32)CC1
-0.3	6.5	-9.7	-5.1	-13.9	0.988	0.935	1.2	CCOC(=O)C[C@H]1c2cc(F)ccc2S(=O)(=O)N1C1CCCC1
-5.1	-12.4	-1.3	13.8	4.7	1.07	1.12	-7.3	FC(F)(F)c1cccc(-c2cc3ccccc3nc2N2CCCC2)c1
-0.3	-2.6	-6.9	24.3	-5.7	1.08	1.03	-8.2	COc1ccc(C(=O)Nc2ccc(N3CCOCC3)cc2)cc1S(=O)(=O)NC1CCCC1
3.0	18.8	0.9	-1.5	12.2	1.47	0.812	-46.7	Cc1ccccc1NC(=S)NC(=O)/C=C/c1ccco1
0.9	3.0	-0.4	14.4	2.6	0.946	0.97	5.4	Cc1nc(-c2ccccc2)sc1C1(C)CC(c2ccc(OC(F)(F)F)cc2)=NO1 (stereo not given)
-0.9	-8.2	-4.7	-0.8	2.3	1.09	1.08	-8.7	O=C(O)CSc1nnc(-c2ccc(Cl)cc2Cl)n1-c1ccccc1
-0.6	-0.2	5.7	-1.9	3.5	0.976	1	2.4	COc1ccc(C(=O)CCC(=O)N2CCN(c3cc(C)ccc3C)CC2)cc1
-0.5	11.5	-8.2	-20.0	1.6	1.16	0.885	-15.8	CCOC(=O)C(C)Oc1nc(Oc2ccccc2)nc(N(C)C)n1 (stereo not given)
-0.9	-1.3	-0.8	-14.5	1.4	1.02	1.01	-2.0	CC(C)=CC(=O)O[C@@H]1Cc2c(ccc3ccc(=O)oc23)OC1(C)C
-3.5	-1.7	-9.2	-1.3	-0.9	1.19	1.02	-19.3	CCn1c(SCC(=O)N2CCN(C(=O)c3ccco3)CC2)nnc1C(C)C
1.9	6.7	0.1	8.1	10.1	1.04	0.933	-3.9	CCN(CC)c1ccc(-c2nnc(SCC(=O)Nc3ccccc3C#N)n2-c2ccccc2)cc1
-2.0	-4.2	-0.8	-2.9	9.2	0.951	1.04	4.9	CCN(Cc1ccccc1)S(=O)(=O)c1cc(C(=O)NC2CCCCCC2)ccc1OC
4.4	-4.1	9.8	42.4	0.8	1	1.04	-0.4	O=C(O)/C=C/C(=O)Nc1ccc(O)cc1
-1.8	10.2	2.3	7.7	-6.2	0.957	0.898	4.3	Cc1ccc2c(c1)C(=O)N1[C@H]3c4ccccc4OC[C@@H]3[C@H](c3ccccc3)[C@]1(C)C(=O)N2
0.1	5.7	0.3	37.6	-16.7	0.772	0.943	22.8	O=C(NCCCN1CCOCC1)c1cc2c([nH]c3ccccc32)c(-c2cccc(Br)c2)n1
7.8	5.9	-0.1	-0.5	7.6	0.813	0.941	18.7	COc1ccc(NC(=O)N(Cc2ccc3c(c2)OCO3)C2CC(=O)N(c3ccc(OC)cc3)C2=O)cc1 (stereo not given)
-1.5	0.2	-3.6	-20.1	1.5	1.05	0.998	-5.0	COc1ccc(CNC(=O)CN(Cc2ccc(OC)cc2)C(=O)CCC(=O)Nc2ccccn2)cc1
-5.1	6.2	5.9	-6.1	-8.5	0.888	0.938	11.2	COC(=O)C1=C(C)N(CCCC(=O)O)C(=O)NC1c1ccccc1OS(=O)(=O)c1ccc([N+](=O)[O-])cc1 (stereo not given)
0.7	-9.6	-8.4	1.1	-7.2	1.14	1.1	-13.7	O=C(Nc1nc2ccccc2n1Cc1ccc(Cl)cc1)c1ccco1
-1.5	10.0	-15.0	22.9	3.5	0.847	0.9	15.3	COCCNC(=S)NNc1ccc(Cl)c(C(=O)O)c1
-3.7	0.5	-2.6	-13.2	7.3	0.892	0.995	10.8	CCOC(=O)c1cn(CC)c2cc(Cl)c([N+](=O)[O-])cc2c1=O
-6.6	20.8	18.8	-5.7	4.4	1.29	0.792	-29.3	CCOC(=O)c1ccc(N=Nc2c(C)c(C#N)c(O)[nH]c2=O)cc1
-2.7	-6.0	-2.5	-3.1	3.6	1.11	1.06	-11.4	CCn1cc(CCC(=O)NCc2cccc(OC)c2OC)c2ccccc21
12.5	11.6	-4.6	2.8	-0.9	1.02	0.884	-1.9	COc1cc(/C=C/C(=O)OCC(=O)NCCCc2ccccc2)cc(OC)c1OC
-1.4	-21.2	-4.1	-1.7	-5.4	1.05	1.21	-5.4	O=C(O)C1(O)C[C@H](O)C(O)[C@@H](O)C1 (stereo not given in full)
3.0	1.8	-0.1	-9.8	1.3	1.05	0.982	-5.5	C=CCN(C(=O)Nc1ccc2c(c1)nc(C)n2C)c1ccccc1

# Gathered by group: the entries above with bromine
A3A deaminase	mIAP inh	HKDC1 inh	PfGluPho inh	ATG4B inhibitor	hIAP activ	mIAP activ	hIAP inh	SMILES
0.3	-1.4	1.8	8.7	0.0	1.12	1.01	-12.4	O=C(Nc1ccc(N2CCCCC2)cc1)c1cncc(Br)c1
0.1	5.7	0.3	37.6	-16.7	0.772	0.943	22.8	O=C(NCCCN1CCOCC1)c1cc2c([nH]c3ccccc32)c(-c2cccc(Br)c2)n1

# Source: PubChem
